Source: PubChem (several laboratories)
Dynein transport: inhibitors of GR-EGFP nuclear translocation, primary screen, dynein cargo transport inhibitor project, imaging, high-content, 3617.4 mouse cells; test concentration mostly 20 µM; stimulated with dexamethasone, 1 µM; hits give low values; z-score, hits read low; 220,000 compounds, 0.47% hits; AID 1381, 2008;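 active = plate z-score of nuclear minus cytoplasmic receptor signal below a set negative limit, without overly bright fluorescence or cell loss, cut at about -3.5 in these data, passing the limit was not always enough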;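 also: z-score of nuclear minus cytoplasmic ring GR-EGFP intensity difference per well; some compounds called inactive have numbers as strong as hits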
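Also added: dexamethasone, 1.0 µM final. Medium: tet-free, stripped-serum medium. Detection: fixed, Hoechst-stained cells imaged at 10x for EGFP. Read-out: nuclear-to-cytoplasmic GR-EGFP distribution per well. Times: induction 48 h, compound 1 h, agonist 30 min.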
bCat nuc transl: modulators of beta-catenin nuclear translocation, primary screen, imaging, HeLa cells, immunofluorescence, high-content; 190,000 compounds, 0.3% hits; AID 1665, 2009; nuclear translocation activity, % at 5 µM;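 active = nuclear translocation activity above 50% at 5 µM, with a well cell count of 50 or more; inconclusive = wells under 50 cells across six images, flagged as toxic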;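 also: per-cell ratio of nuclear to cytoplasmic median beta-catenin stain intensity; plate controls were DMSO negative control for no effect and GSK-3 inhibitor IX positive control for full effect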
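Test system: human HeLa cells, endogenous beta-catenin. Times: 24 h compound exposure, 37°C. Measured by: beta-catenin immunofluorescence imaging with DAPI.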
ER stress rescue: rescue of cells from ER stress-induced death, primary screen, 384-well, CSM14.1, thapsigargin, ATP luminescence (AID 1222); cellular ATP content (survival), % at 20 µM; hits with a dose series show EC50 in µM; 190,000 tested, under 10 active; CSM14.1 thapsigargin-induced death rescue, ATP luminescence; higher % means a stronger effect;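 active = EC50 below 50 µM in the dose-response confirmation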;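 also: death triggered by thapsigargin at about 15 µM added after 2 h compound pretreatment; cell ATP read after overnight thapsigargin exposure of roughly 18 to 22 hours; normalized against plate controls of thapsigargin alone and 5% DMSO vehicle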
Insulin prom up: insulin promoter activators in MIN6 cells, imaging, high-content screening, mouse beta cells | 190,000 compounds, 0.3% hits | MIN6 insulin promoter-GFP reporter; hits give high values | z-score at 5 µM;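 active = z-score above 3 at 5 µM with at least 500 cells counted in the well; inconclusive = wells under 500 cells, flagged as cytotoxic or low count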
M1AAP inhibition: P. falciparum M1AAP inhibitors, biochemical, fluorogenic H-Leu-NHMec substrate, 1536-well (AID 1445); recombinant M1AAP, H-Leu-NHMec fluorogenic kinetic assay; higher % means a stronger effect; 220,000 compounds, 0.42% hits; inhibition, % at 30 µM; hits with a dose series show IC50 in µM;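 active = primary inhibition above the hit cutoff, then over 50% inhibition at one or more dose response concentrations, cut at about 23% in these data, passing the limit was not always enough; inconclusive = conflicting primary data, or primary hits not chosen for dose response; inactive = low primary inhibition, or under 50% at every dose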;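 also: plate controls were DMSO full reaction for no effect and no enzyme background for full effect; strong numbers were not always called active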
UTI89 phage lysis: inhibition of K1F phage lysis, E. coli UTI89, bacterial capsule biogenesis inhibitors, alamar blue (AID 488966); E. coli UTI89 K1F phage lysis, alamar blue, 2 h; higher % means a stronger effect; inhibition, % at 100 µM; hits with a dose series show IC50 in µM; 340,000 compounds, 0.02% hits;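 active = phage lysis inhibition, versus mean bacterial control, above a set limit; inconclusive = no clear call, values can overlap the other calls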;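 also: capsule biogenesis inhibitors block K1F phage lysis so surviving cells raise fluorescence; higher fluorescence means more inhibition of phage lysis; actives were called in the ten point dose series up to 300 µM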
Autophagy mod: autophagy modulators in MEF cells, primary screen, imaging, high-content, MEF GFP-LC3 | MEF GFP-LC3 puncta imaging; test concentration mostly 10 µM | calls only at 10 µM (by protocol) | 190,000 compounds, 0.98% hits;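 active = percentage of spot-positive cells more than 3 SD above its plate mean, without a fluorescence outlier flag or 80% toxicity; inconclusive = no clear call, values can overlap the other calls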;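 also: spot-positive cell cutoff set from DMSO-treated cells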
MT stabilize HCS: microtubule stabilizers in HeLa cells, primary screen, imaging, high-content imaging | HeLa tubulin immunostaining HCS, 24 h; share of cells brighter than vehicle mean+2SD | % tubulin-high responders, % at 10 µM | 200,000 compounds, 0.83% hits;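 active = plate Z-score above 3 for both tubulin-high and condensed-nucleus cell shares, with cell loss under 80%, at 10 µM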;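 also: anti alpha tubulin signal scored within the nucleus-defined area of each cell; some results filed as inactive read as strong as hits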
P. falciparum M17LAP: P. falciparum M17LAP inhibitors, primary screen, biochemical, fluorogenic H-Leu-NHMec substrate, 1536-well (AID 1619); recombinant M17LAP, H-Leu-NHMec fluorogenic kinetic assay; higher % means a stronger effect; one-dose inhibition, % at 30 µM; IC50 in µM for titrated hits; 220,000 compounds, 0.38% hits;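 active = compound inhibiting the enzyme by more than half at any dose during confirmatory dose-response retesting; inconclusive = strong single-dose inhibitors picked by rank but not retested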;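 also: plate controls were full reaction with DMSO carrier for no effect and no enzyme background for full effect; strong numbers were not always called active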
Dynein transport cytoplasmic EGFP: second read-out of Dynein transport, no call of its own (marks repeat the call); z-score; measured here: cytoplasmic GR-EGFP intensity; hits give high values
Dynein transport nuclear GR-EGFP: also measured in Dynein transport; calls as there; z-score; measured here: nuclear GR-EGFP intensity;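 lower value marks the stronger effect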
Dynein transport cell count: also measured in Dynein transport; calls as there; z-score; measured here: cell count per field
Insulin prom up cell count: further read-out of Insulin prom up, marked with its call; cell count; measured here: cytotoxicity, nuclei count;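 total cells summed across four imaged fields per well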
bCat nuc transl cell count 5 µM: also measured in bCat nuc transl; calls as there; cell count; measured here: cell count, cytotoxicity flag
MT stabilize HCS Hoechst-high %: second read-out of MT stabilize HCS, no call of its own (marks repeat the call); % Hoechst-high responders; measured here: nuclear condensation Hoechst responders;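 share of cells brighter than vehicle mean plus two SD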
MT stabilize HCS cytotoxicity %: further read-out of MT stabilize HCS, marked with its call; toxicity, %; measured here: cytotoxicity by cell density;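 0% = mean cell density of plate MIN control wells and 100% = no cells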
Autophagy mod cell loss 18 h: second read-out of Autophagy mod, no call of its own (marks repeat the call); toxicity, %; measured here: cell loss, nuclei count;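 cell loss after 18 h compound exposure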
Numbers without * were called inactive; i = inactive; u = inconclusive; x = not tested or not shown; + = active, no number; [ ] = dose if it differs, or a comment.

SMILES | Dynein transport | Dynein transport cytoplasmic EGFP | Dynein transport nuclear GR-EGFP | Dynein transport cell count | bCat nuc transl | bCat nuc transl cell count 5 µM | ER stress rescue | Insulin prom up | Insulin prom up cell count | M1AAP inhibition | UTI89 phage lysis | Autophagy mod | Autophagy mod cell loss 18 h | MT stabilize HCS | MT stabilize HCS Hoechst-high % | MT stabilize HCS cytotoxicity % | P. falciparum M17LAP
COC(=O)c1ccccc1NC(=O)N1CCN(c2ccc(F)cc2)CC1 | 1.7 | -0.37 | 1.1 | -0.38 | -5.1 | 1088 | -0.9% | -0.22 | 1594 | 5% | 0.1% | i | 3 | 5.2 | 3.0 | 7.8 | -6%
COc1ccc(-c2ccc(CO)o2)cc1N | -1.2 | -0.22 | -0.49 | 0.028 | -1.0 | 1074 | 0.2% | -0.15 | 1460 | 6% | -0.2% | + | 18* | 1.6 | 1.6 | 6.5 | -9%
O=C(Nc1cnn(C23CC4CC(CC(C4)C2)C3)c1)c1cnn2c(C(F)(F)F)cc(-c3ccco3)nc12 | 2.1 | -0.25 | 1.2 | -0.73 | -0.7 | 1043 | 9.7% | u | x | 3% | 2.4% | i | 8 | 2.1 | 1.1 | 75 | 7%
CC(=O)Nc1nc(-c2ccc(Cl)cc2)nc(C)c1C(C)=O | -0.44 | 0.43 | 0.02 | -0.12 | -1.3 | 973 | -2.8% | -0.08 | 1756 | 1% | 0.1% | i | -1 | 2.0 | 2.1 | 9.3 | -3%
CCCCNC(=O)C1CCCN(S(=O)(=O)c2ccc(S(=O)(=O)NCC(C)C)cc2)C1 (stereo unspecified) | -1.1 | -0.18 | -0.37 | 0.51 | -0.2 | 1078 | 0.3% | -0.3 | 830 | -2% | 4.9% | i | -10 | 1.5 | 1.3 | 5.2 | 8%
Cc1cc(NS(=O)(=O)c2ccc(NC(=S)NC(=O)c3ccc(C(C)(C)C)cc3)cc2)no1 | 0.43 | -0.23 | 0.073 | -0.89 | x | x | -1.4% | -0.56 | 1195 | 12% | 0.3% | i | -5 | 2.9 | 4.0 | 11 | -3%
O=C(Nc1cc(S(=O)(=O)N2CCCCC2)ccc1Cl)c1ccccc1NS(=O)(=O)c1ccc(F)cc1 | 0.55 | -0.27 | -0.1 | -0.28 | 0.1 | 598 | -4.9% | -2 | 687 | 45µM* | -1.3% | + | 0.3* | 5.7 | 0.8 | 14 | 8%
Cc1cccc(C(=O)NC2CCCc3ccccc32)c1 (stereo unspecified) | -0.9 | -0.28 | -0.38 | 0.48 | -0.6 | 1052 | 3.6% | -0.2 | 1456 | 2% | x | i | -12 | 2.0 | 1.0 | 7.8 | -5%
COc1ccc(C(=O)COC(=O)CCn2nnc(-c3cccc(O)c3OC)n2)cc1 | -0.28 | -0.33 | 0.017 | 0.19 | -5.3 | 897 | 1.7% | 0.36 | 1245 | 2% | 4.3% | i | 14 | 2.9 | 2.7 | 8.4 | 1%
CNC(=O)N(O)C1N(/N=C/c2cccnc2)C(=S)SC1(C)C (stereo unspecified) | 0.25 | -0.26 | -0.13 | 0.24 | -0.1 | 1347 | x | -0.41 | 1385 | -3% | 0.4% | x | x | x | x | x | 2%
Cc1ccc(C(=O)NNC(=S)NC(=O)c2ccc(Cl)cc2)cc1 | -0.25 | -0.21 | -0.25 | -0.12 | x | x | -0.5% | x | x | -18% | -4.7% | i | 6 | 3.9 | 1.1 | 4.1 | 76%
COc1cc(C(=O)N[C@H](C(=O)Nc2nnc(C3CC3)s2)C(C)C)cc(OC)c1OC | 0.89 | -0.27 | 0.39 | -0.024 | 2.3 | 1033 | x | 0.14 | 1276 | -3% | 0.0% | x | x | x | x | x | 2%
O=C(Nc1ccc(Cl)cc1)N1CCc2ccccc2C1 | 1.4 | -0.19 | 0.97 | -1.4 | 1.5 | 901 | -0.2% | 0.65 | 1535 | -4% | -1.5% | i | 5 | 1.9 | 3.2 | 0.5 | 16%
COc1ccccc1N(O)C1CC(=O)N(c2ccc(F)cc2)C1=O (stereo unspecified) | -0.53 | -0.084 | -0.035 | -0.36 | -0.1 | 977 | -3.2% | -1.5 | 632 | 11% | 2.9% | i | 4 | 3.5 | 1.7 | 13 | 22%
CCOP1(=O)C=C(C(C)(C)C)OC1c1ccc(F)cc1 (stereo unspecified) | -0.26 | -0.067 | -0.16 | 0.57 | -1.2 | 1144 | 4.3% | -0.72 | 831 | 9% | 0.8% | i | -1 | 1.8 | 2.0 | 8.1 | 34%
N#Cc1ccc(-c2ccccc2)nc1Sc1ccc(F)cc1 | 0.53 | -0.19 | 1 | -0.4 | 1.1 | 1345 | 0.2% | -0.03 | 1493 | 1% | 0.1% | i | -28 | 2.3 | 1.2 | 6.8 | -5%
Cc1ccc(C)c(NC(=O)c2ccccn2)c1 | -0.99 | -0.21 | 0.011 | 0.33 | -1.3 | 990 | x | 0.81 | 987 | 5% | 3.0% | i | -3 | 2.5 | 1.8 | 6.2 | -4%
c1ccc(-c2cnn3c(-c4ccccc4)c(-c4ccccc4)nc3n2)cc1 | -1.3 | 21 | 3.4 | -0.42 | -0.6 | 1099 | 5.3% | 17* | 1378* | 0% | 1.7% | u | x | i | x | 100 | -11%
Cc1ccc(/C(O)=C2/C(=O)C(=O)N(CCN3CCOCC3)C2c2ccccn2)cc1 (stereo unspecified) | -0.43 | -0.23 | 0.3 | -0.93 | x | x | -1.2% | -0.43 | 1284 | 6% | 8.8% | i | 2 | 2.7 | 2.2 | 8.7 | 1%
Cc1nnc(SCc2c(Cl)cccc2Cl)n(N)c1=O | 1.7 | -0.31 | 0.96 | -0.5 | -1.8 | 1096 | -0.7% | -0.22 | 1203 | 4% | 0.2% | i | 7 | 2.5 | 2.7 | 8.5 | 4%
CCOC(=O)CN(C(=O)CNC(=O)c1cccs1)C(C(=O)NC1CCCC1)c1cccnc1 (stereo unspecified) | 0.25 | -0.24 | 0.79 | 0.48 | -3.1 | 1211 | 2.7% | -0.01 | 1013 | 3% | 0.2% | i | 24 | 2.0 | 1.9 | 7.0 | -5%
Cc1cc2ncc(-c3ncc(C(F)(F)F)cc3Cl)cn2n1 | 0.46 | -0.24 | -0.35 | 0.4 | 0.8 | 1102 | -5.3% | 0.12 | 2007 | 2% | 10% | i | -6 | 0.6 | 2.0 | 4.1 | -2%
CCOC(=O)c1[nH]c(C=O)c(C(=O)OCC)c1C | -0.29 | -0.28 | -0.07 | 0.3 | 2.2 | 1546 | 1.8% | 1.1 | 1001 | u | -0.3% | i | 17 | 5.2 | 3.1 | 2.4 | 18%
COc1ccc(C(=O)NCc2ccc(S(N)(=O)=O)cc2)cc1[N+](=O)[O-] | 0.049 | -0.37 | -0.028 | 0.63 | -4.8 | 1132 | 1.2% | 0.59 | 1755 | 3% | 0.3% | i | 2 | 5.0 | 1.4 | 0.8 | 15%
Cc1cc2cc(CCNC(=O)C(C)C)c(=O)[nH]c2cc1C | 1.1 | -0.21 | 0.56 | 0.49 | x | x | x | x | x | x | 0.1% | i | 16 | 1.9 | 2.1 | 6.2 | x
C[C@@H]1CCC[C@H](C)N1Cc1nc(Cc2ccccc2Cl)no1 | 0.84 | -0.14 | 0.78 | -0.84 | 0.4 | 1515 | -2.1% | -0.71 | 1598 | -1% | -2.1% | i | -22 | 2.4 | 2.9 | 8.8 | -1%
Cc1ccc(C(=O)CC(Nc2ccc(F)cc2)c2ccccc2)cc1 (stereo unspecified) | 2.1 | 0.068 | 1.2 | -2 | -0.6 | 1177 | 1.7% | -0.5 | 1462 | 5% | 0.8%[50 µM] | i | 11 | 5.7 | 1.3 | 7.7 | 13%
Cc1cccc2cc(C3CC(c4cccs4)=NN3S(C)(=O)=O)c(Cl)nc12 (stereo unspecified) | -0.37 | -0.3 | -0.32 | 0.59 | 0.7 | 1340 | x | 0.08 | 1335 | 2% | 0.6%[50 µM] | x | x | x | x | x | 2%
Cc1cc(C)c(S(=O)(=O)N2CCOC2CNC(=O)C(=O)NCCCn2ccnc2)c(C)c1 (stereo unspecified) | -0.23 | -0.21 | 0.5 | -0.95 | -0.5 | 1382 | x | 0.02 | 1032 | -3% | -0.6%[50 µM] | x | x | x | x | x | 2%
COc1ccccc1NC(=O)c1ccc(-n2cncn2)nc1 | -0.15 | -0.32 | 0.28 | 0.27 | 1.7 | 1065 | x | -0.47 | 1309 | 19% | 0.4% | i | 7 | 2.4 | 3.4 | 5.0 | 1%
